Source: PubChem (The Scripps Research Institute Molecular Screening Center)
COUP-TFII inh: NR2F2 transcriptional activity inhibitors, primary screen, cell-based, luciferase reporter, HEK293T, luminescence | AID 686940, 2013 | HEK293T NGFI-A luciferase reporter | 370,000 tested, 0.7% active | inhibition, % at 8.6 µM | COUP transcription factor 2 (Homo sapiens), P24468;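 active means inhibition above a per-plate cutoff, mean inhibition of test wells between control levels plus 3 SD, cut at about 38% in these data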;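 further: cells cotransfected with COUP-TFII expression vector driving the NGFI-A reporter; 0% = median of COUP-TF2 test wells and 100% = reporter-only cells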
Target sequence (P24468 whole entry, looked up): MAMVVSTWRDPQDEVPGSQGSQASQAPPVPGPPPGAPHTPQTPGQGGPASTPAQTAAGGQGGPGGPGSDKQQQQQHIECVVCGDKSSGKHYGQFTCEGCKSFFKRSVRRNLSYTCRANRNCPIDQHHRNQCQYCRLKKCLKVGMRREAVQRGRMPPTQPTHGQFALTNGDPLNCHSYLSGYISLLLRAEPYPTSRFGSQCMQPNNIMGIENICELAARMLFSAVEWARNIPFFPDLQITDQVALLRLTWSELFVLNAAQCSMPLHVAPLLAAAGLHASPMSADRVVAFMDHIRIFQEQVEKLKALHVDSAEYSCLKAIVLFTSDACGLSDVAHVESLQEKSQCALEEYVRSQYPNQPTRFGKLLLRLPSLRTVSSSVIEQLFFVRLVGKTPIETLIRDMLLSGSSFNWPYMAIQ
SRC2 inh: inhibition of GAL4-SRC2 driven luciferase reporter, primary screen, SRC2 inhibitor project, cell-based, luminescence; Nuclear receptor coactivator 2 (Homo sapiens), Q15596; HEK293 GAL4-SRC2 luciferase reporter; inhibition, % at 9 µM; 370,000 tested, 0.17% active;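 active means inhibition above the mean inhibition of all tested compounds plus 3 SD, set per campaign, cut at about 52% in these data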;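 further: 0% = DMSO treated cells and 100% = cells given Gossypol at 36 µM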
Active calls of the source: *. This is a subset. The share of hits here may be higher or lower than overall.

COUP-TFII inh	SRC2 inh	mol
-14	29	COC(=O)[C@]12C[C@H](CC(=O)NCc3ccccc3)C(=O)N(Cc3ccc4c(c3)OCO4)C1=C[C@H](C(C)C)O[C@@H]2C1CC1
18	23	COc1cccc(-c2nnc3n2N=C(c2ccc(Cl)cc2)CS3)c1
8	-28	COC(=O)[C@]12C[C@H](CC(=O)NCc3ccccc3)C(=O)N(CCc3ccc(OC)c(OC)c3)C1=C[C@H](C(C)C)O[C@@H]2C1CC1
0	18	O=C(N[C@H](Cc1ccccc1)C(=O)NCCN1CCOCC1)[C@H]1O[C@@H](n2ccc(=O)[nH]c2=O)[C@H](O)[C@@H]1O
6	-4	CC(C)(C)c1ccc(-c2nnc(SCC(=O)Nc3ccc(Oc4ccccc4)cc3)n2Cc2ccco2)cc1
4	3	CC(=O)Nc1c(-c2ccc(F)cc2)nc2ncccn12
-2	-15	Cc1ccccc1C(=O)N[C@H](C(=O)N1CCC[C@H]1C(=O)NCc1ccccc1)C(C)C
5	9	CC(=O)Nc1ccc(NC(=O)CSc2nnc(-c3cccs3)o2)cc1
12	-4	CC1CCN(c2ccc(C(=O)O)cc2NS(=O)(=O)c2ccccc2[N+](=O)[O-])CC1
-1	-37	Cc1ccc2nc(-c3ccc(CN4CCC5(CC4)CNc4ccccc45)cc3)c(-c3ccccc3)nc2c1
-2	-13	COc1ccc([C@H]2OC(=O)C[C@@H]2C(=O)N2CCN(c3ccccc3Cl)CC2)cc1OC
-33	-19	O=[N+]([O-])c1cccc(COc2ccc(CO)cc2)c1
17	-8	COC(=O)[C@]12C[C@H](CC(=O)NCc3cccc4ccccc34)C(=O)N(CCc3ccc(OC)c(OC)c3)C1=C[C@H](C(C)(C)C)O[C@@H]2C
-11	1	COC(=O)C1CN(CCc2ccccc2)CCS(=O)(=O)N1Cc1ccccc1F (stereo unspecified)
-5	2	CCNC(=O)C[C@H]1CC[C@H]2[C@@H](COc3ccc(NC(=O)c4ccc5c(c4)OCO5)cc3C(=O)N2C)O1
3	0	O=C(CN1C(=O)C2CCCCN2C(=O)c2ccccc21)N1CCCC1 (stereo unspecified)
5	12	COC(=O)[C@]12C[C@H](CC(=O)NCc3ccccc3)C(=O)N(Cc3ccco3)C1=C[C@H](COCc1ccccc1)O[C@@H]2C
12	-18	CC(C)C[C@H]1COc2cc(Br)ccc2S(=O)(=O)N1Cc1cn(Cc2ccc(Br)cc2)nn1
-11	-29	C[C@H](CO)N1C[C@H](C)[C@H](CN(C)C(=O)Nc2cccc3ccccc23)Oc2ncc(Br)cc2C1=O
-11	-20	N#Cc1cccc(OC[C@@H](O)CN2CCC(C(O)(c3ccccc3)c3ccccc3)CC2)c1
-23	-3	O=S(=O)(c1cccs1)N1CCCc2nc(-c3ccc(Br)cc3)ccc21
-17	0	CCCC[C@H]1C2CC(OC(=O)Nc3ccc(C)cc3)C(C2)[C@H]2CCCCN21 (stereo partly specified)
5	11	O=C(N[C@@H](Cc1cccnc1)C(=O)N1CCC[C@H]1C(=O)NC1CCCC1)c1cccs1
-1	2	COc1ccc(S[C@]2(C(=O)NCCc3ccccc3)CC(=O)N[C@@H]2c2ccc(OC)cc2)cc1

Rewritten with bars between the fields: part of the list above.
Compound | COUP-TFII inh | SRC2 inh
COC(=O)[C@]12C[C@H](CC(=O)NCc3ccccc3)C(=O)N(Cc3ccco3)C1=C[C@H](COCc1ccccc1)O[C@@H]2C | 5 | 12
N#Cc1cccc(OC[C@@H](O)CN2CCC(C(O)(c3ccccc3)c3ccccc3)CC2)c1 | -11 | -20

The list goes on.
COUP-TFII inh	SRC2 inh	mol
-14	-3	O=C(NCC1CCN(C(=O)C(=O)c2cccs2)CC1)c1ccc2c(c1)OCO2
-12	-4	COC(=O)[C@]12C[C@H](CC(=O)NCc3cccs3)C(=O)N(CCC3=CCCCC3)C1=C[C@H](C(C)(C)C)O[C@@H]2C
-6	5	COc1ccc(C(=O)CSc2nnc(-c3cccc(Cl)c3)n2Cc2ccco2)cc1
3	-20	CCCCCCN(C(=O)CCCCCN1C(=O)NC(c2ccc(-c3ccccc3)cc2)C(C(=O)OCc2ccccc2)=C1C)C(C(=O)NCCCC)c1ccccn1 (stereo unspecified)
-13	-36	C#CC1(O)C2C=C(OC)C(=O)C1C(c1ccccc1)C2C (stereo unspecified)
15	35	C=CS(=O)(=O)N(Cc1nnn(Cc2ccccc2)c1Br)[C@H](C(=O)OC)C(C)C
5	-8	CCCCCCN(C(=O)CCCCCN1C(=O)NC(c2ccc(-c3ccccc3)cc2)C(C(=O)OCc2ccccc2)=C1C)C(C)C(=O)NCCCC (stereo unspecified)
2	-5	CC(C)C[C@H]1COc2cccc(F)c2S(=O)(=O)N1Cc1cn(Cc2ccc(Cl)cc2)nn1
9	8	O=S(=O)(c1ccccc1F)N1CCC(c2nc3ccccc3o2)CC1
-28	-29	COc1ccc(-c2ccnc3nc(/N=C/N(C)C)nn23)cc1
-28	11	Clc1ccc([C@H]2OC[C@@]3(CNCCN4CCOCC4)CS[C@H](c4ccc(Cl)cc4)N23)cc1
6	17	CCc1c(C)sc2nc(C(C)C)nc(SCC(=O)N3CCc4ccccc4C3)c12
-5	-8	COC(=O)C[C@@H]1CC[C@H]2[C@@H](COc3ccc(NC(=O)c4ccc(Cl)cc4)cc3C(=O)N2C)O1
3	0	CCOc1cc(CO)c(Br)cc1OCC(=O)O
3	17	Cc1cc(N2CCN(CC(C)(C)O)C[C@H]2C)ccc1N1CCN(Cc2ccccc2)[C@@H](C)C1
-17	-12	O=C(N/N=C(\c1ccccc1)c1cccnc1)c1cc(O)ccc1O
4	4	COC(=O)[C@]12C[C@H](CC(=O)N3CCSCC3)C(=O)N(Cc3ccccc3)C1=C[C@H](C(C)(C)C)O[C@@H]2C
3	0	COc1ccc(CN(C2CCCC2)S(=O)(=O)c2cc(Br)ccc2Br)c(OC)c1
-3	9	CC(C)(C)c1ccc(S(=O)(=O)N2CCCC2C(=O)N2CCc3ccccc3C2)cc1 (stereo unspecified)
-27	8	COc1ccnc(C(=O)N2CCC(Oc3cccnc3)CC2)c1
32	17	COc1ccc(CCN(Cc2cccs2)S(=O)(=O)c2ccc(C)c(C)c2)cc1OC
-4	-8	COC(=O)c1cc2c(c3c4cc(OC)ccc4n(S(=O)(=O)c4ccc(OC)cc4)c13)C(=O)N(Cc1ccccc1OC)C2
-2	-3	COC(=O)C1CN(Cc2cn(Cc3ccccc3)nn2)CCS(=O)(=O)N1Cc1ccccc1 (stereo unspecified)
-17	-25	COC(=O)c1cc2c(c3c4cc(OC)ccc4n(S(C)(=O)=O)c13)C(=O)N(C)C2
5	-1	C[C@H]1Cn2cnc(C(=O)N(C)Cc3ccccc3)c2C(=O)N1
9	-25	Cc1cccc2nc(-c3ccccc3)c(-c3ccc(CN4CCC(c5nc6ccccc6[nH]5)CC4)cc3)nc12
-25	-43	CN1CCCc2nc(-c3ccccc3)ccc21
2	-39	CC[C@H](CCCc1ccc(F)cc1)CN(Cc1ccc(OC)cc1)S(=O)(=O)c1ccc(C)cc1
10	-10	NC(=O)c1ncn([C@@H]2O[C@H](C(=O)N[C@H](Cc3c[nH]c4ccccc34)C(=O)N3CCN(C(=O)N4CCOCC4)CC3)[C@@H](O)[C@H]2O)n1
1	-22	Cc1csc(NC(=O)c2ccc(COc3ccc(Cl)c(Cl)c3)o2)n1
-6	2	O=C(OCCCOC(=O)c1ccccc1O)c1ccccc1O
-6	-7	COC(=O)C1CN(C2CC2)CCS(=O)(=O)N1Cc1cn(Cc2ccc(F)cc2)nn1 (stereo unspecified)
6	14	COC(=O)C1=C(C)N(Cc2ccc(Cl)cc2)C(=S)NC1c1ccc(Cl)cc1 (stereo unspecified)
-6	-23	CCOc1ccc(-n2c(SC/C=C/c3ccccc3)nnc2-c2cccs2)cc1
-27	-36	O=C(/C=C(\Nc1cccc(Cl)c1)c1ccccc1)c1ccccc1
22	-3	Oc1c(C(c2ccccn2)N2CCC(Cc3ccccc3)CC2)cc(Cl)c2cccnc12 (stereo unspecified)
3	21	COc1cc2c(c(OC)c1OC)C1(CCCCC1)CC2NC(=O)c1ccncc1 (stereo unspecified)
6	-19	Clc1ccc(Cn2ncc3c(NCc4ccccc4)ncnc32)c(Cl)c1
0	7	O=C1NC(Cc2ccc(O)cc2)c2nc3ccccc3c(=O)n2-c2ccccc21 (stereo unspecified)
-12	11	CCOC(=O)[C@@]12CN(C(=O)OC(C)(C)C)CC=C1N(Cc1ccc(OC)cc1)C(=O)[C@H]2CC(=O)NCc1ccccc1
-7	16	O=C(OCc1cn(Cc2ccc(F)c(F)c2)nn1)N1CCCC1
12	24	COc1ccc(N2CCC(CNC(=S)Nc3cccc(OC)c3)C2)cc1 (stereo unspecified)
9	-19	Cc1cc(C)c(-n2c(C)cc(/C=C3/NC(=O)NC3=O)c2C)c(C)c1
13	-1	CC(=O)Nc1cccc(-c2cc(C(C)=O)c3n(c2=O)CCC3)c1
33	1	Cc1cccc(Cn2cc(CN3CC(N(C)CCCOC(=O)c4cc(C)cc(C)c4)CS3(=O)=O)nn2)c1 (stereo unspecified)
6	3	CCCCNC(=O)NS(=O)(=O)c1ccc(NC(=O)CSc2nnc(-c3ccc(Cl)cc3)n2N)cc1
-12	26	COC(=O)C[C@H]1CC[C@@H]2[C@H](COc3ccc(NC(=O)C(C)C)cc3C(=O)N2C)O1
23	7	CC(C)(C)c1ccc(S(=O)(=O)N2CCCC(C(=O)NCc3ccco3)C2)cc1 (stereo unspecified)
3	14	C=CCN1C(=O)[C@@H](CC(=O)N2CCN(C(=O)OCC)CC2)[C@]2(C(=O)OCC)CCCCC/C=C/12
4	-21	Cc1ccc(CN2CC(N3CCC[C@@H]3C)CS2(=O)=O)cc1 (stereo partly specified)
-10	9	CNc1ncn(-c2c(C)cccc2C)c(=O)n1
-16	14	Cc1ccccc1C(=O)NC1CCCCN(C)C1=O (stereo unspecified)
-3	-11	O=C(O)c1ccc(C=NNC(=O)c2cc(-c3ccc(Cl)cc3)n[nH]2)cc1
-43	3	Clc1ccccc1N1CCN(C2=Nc3ccccc3Sc3ccccc32)CC1
-8	11	CC1=C2NC(N)=[N+](Cc3ccccc3)CC2n2c(=O)n(-c3ccccc3)c(=O)n2C1 (stereo unspecified)
9	-57	CCOC(=O)N1CCN(C(=O)C[C@H]2C[C@@]3(C(=O)OC)C(=C[C@H](COCc4ccccc4)O[C@@H]3C)N(Cc3ccc4c(c3)OCO4)C2=O)CC1
-3	-3	CN(C)c1cccc(/C=C2\CC3(OC(=O)c4ccc(F)cc4)CCCN2C3)c1 (stereo unspecified)
-5	-26	COC(=O)[C@]12C[C@H](CC(=O)N3CCOCC3)C(=O)N(Cc3ccccc3)C1=C[C@H](C(C)C)O[C@@H]2C1CC1
12	25	COc1ccc(S[C@]2(C(=O)N3CCOCC3)CC(=O)N(C(=O)/C=C/c3ccccc3)[C@@H]2c2ccc(OC)cc2)cc1
1	2	CCOc1cc(C=NN2CCN(Cc3ccc(C)cc3)CC2)ccc1O

Next structures:
COUP-TFII inh	SRC2 inh	mol
21	-55	COCc1cc(N2CCN(C(=O)OC(C)(C)C)C[C@@H]2C)ccc1N1CC[C@@H](O)C1
-13	-19	C[C@@H]1CN([C@H](C)CO)C(=O)CCCn2cc(nn2)CO[C@H]1CN(C)C(=O)Nc1ccc(N2CCCCC2)cc1
-4	-1	O=C(NC1CCCC1)[C@@H]1CCCN1C(=O)[C@@H](NC(=O)N1CCOCC1)c1ccccc1
14	7	COc1ccccc1C(=O)N1CCC(Oc2cccnc2)CC1
1	2	COc1ccc(OC)c(CN2C(=O)CSCCC2(C)c2nnnn2C2CCCC2)c1 (stereo unspecified)
-12	-13	Cc1c(O)nc2sc3ccccc3n2c1=O
-3	-65	COc1ccc(-c2cc(C(=O)NN=Cc3ccc(O)c(OC)c3)[nH]n2)cc1
4	-7	CCCC1CCC2(CCC(=O)N2CCOC)CC1 (stereo unspecified)
8	-8	N#Cc1ccc(Cn2ccc3ccc(-c4ccc5ccn(C(=O)C6CCC6)c5c4)cc32)cc1
3	-16	O=C(OCc1cn(Cc2ccc(Cl)cc2)nn1)N1CCOCC1
-5	7	CCOC(=O)c1cc(-c2ccc(Cl)s2)nc2c1c(C)nn2C
4	-3	CCNC(=S)NNC(=O)c1cnccn1
13	-3	Cc1cnn(C(=S)NCc2ccc(Cl)cc2)c1
-7	14	O=C(OCc1cn(Cc2cc(F)cc(F)c2)nn1)N1CCOCC1
-13	14	CC(C)C(C#CC1CC1)NCc1ccc2c(c1)OCO2 (stereo unspecified)
2	-8	Cc1ccc(C(=O)N2CCC[C@@H]2C(=O)N2CCC[C@@H]2C(=O)NCc2ccccc2)cc1

12 successive compounds already listed:
COUP-TFII inh	SRC2 inh	mol
1	2	COc1ccc(OC)c(CN2C(=O)CSCCC2(C)c2nnnn2C2CCCC2)c1 (stereo unspecified)
-12	-13	Cc1c(O)nc2sc3ccccc3n2c1=O
-3	-65	COc1ccc(-c2cc(C(=O)NN=Cc3ccc(O)c(OC)c3)[nH]n2)cc1
4	-7	CCCC1CCC2(CCC(=O)N2CCOC)CC1 (stereo unspecified)
8	-8	N#Cc1ccc(Cn2ccc3ccc(-c4ccc5ccn(C(=O)C6CCC6)c5c4)cc32)cc1
3	-16	O=C(OCc1cn(Cc2ccc(Cl)cc2)nn1)N1CCOCC1
-5	7	CCOC(=O)c1cc(-c2ccc(Cl)s2)nc2c1c(C)nn2C
4	-3	CCNC(=S)NNC(=O)c1cnccn1
13	-3	Cc1cnn(C(=S)NCc2ccc(Cl)cc2)c1
-7	14	O=C(OCc1cn(Cc2cc(F)cc(F)c2)nn1)N1CCOCC1
-13	14	CC(C)C(C#CC1CC1)NCc1ccc2c(c1)OCO2 (stereo unspecified)
2	-8	Cc1ccc(C(=O)N2CCC[C@@H]2C(=O)N2CCC[C@@H]2C(=O)NCc2ccccc2)cc1
